# Bioassay records from PubChem.
# PPARg SRC2 recr = agonists of SRC-2 recruitment by human PPARgamma; P37231; PPARgamma LBD-SRC-2 recruitment, biochemical; activation, % at 8 µM; hit rate 0.34% among 200,000; AID 1032; in the data active = activation above about 22%;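 note: 0% = vehicle and 100% = reference agonist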
# Target sequence (P37231 whole entry, looked up, the tested form may be a part): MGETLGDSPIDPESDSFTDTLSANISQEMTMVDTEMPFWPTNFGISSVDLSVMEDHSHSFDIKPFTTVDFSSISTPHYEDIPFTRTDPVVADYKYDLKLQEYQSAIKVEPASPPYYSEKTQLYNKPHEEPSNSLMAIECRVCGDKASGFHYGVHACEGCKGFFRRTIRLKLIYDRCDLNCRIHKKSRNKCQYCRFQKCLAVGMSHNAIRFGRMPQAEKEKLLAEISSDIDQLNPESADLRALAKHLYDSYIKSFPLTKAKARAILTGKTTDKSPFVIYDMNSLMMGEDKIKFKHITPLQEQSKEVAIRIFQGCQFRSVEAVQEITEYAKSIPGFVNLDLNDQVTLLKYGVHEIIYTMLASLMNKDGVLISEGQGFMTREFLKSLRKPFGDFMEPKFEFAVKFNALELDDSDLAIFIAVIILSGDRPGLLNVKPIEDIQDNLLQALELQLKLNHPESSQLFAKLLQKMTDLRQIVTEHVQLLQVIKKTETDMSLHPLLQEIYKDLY
# SRC2 TRFRET art = counter-screen for PPARgamma SRC-2 recruitment agonists: TR-FRET artefact; TR-FRET ratio at 8 µM; hits give high values; hit rate 0.4% among 200,000; in the data active = TR-FRET ratio above about 2000; note: inactives centre near 1500
# G6PDH counter = inhibits Leuconostoc G6PDH, flagging false hits in G6PDH-based assays. AID 1020. inhibition, % at 5 µM. hit rate 0.12% among 200,000. Purified L. mesenteroides G6PDH, diaphorase/resazurin coupled fluorescence, 45 min; in the data active = inhibition above about 50%
# PMI act satM6P = activators of human phosphomannose isomerase at near-saturating mannose 6-phosphate; coupled PMI enzyme assay, resazurin fluorescence, 20 min; hits give high values; 1 = untreated enzyme, 0 = substrate-free blank; activation factor at 20 µM; hit rate 0.34% among 190,000; AID 1216;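 active = activation factor of 2 or more at 20 µM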
#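 assay system = human phosphomannose isomerase with PGI, G6PDH, diaphorase coupling enzymes | quantity = 15 ng/mL PMI | incubation = enzyme reaction with compound 20 min at room temperature | medium = HEPES pH 7.4 buffer with MgCl2 and Tween-20 | compound dosing = one concentration, 20 µM, in 1% DMSO | measured by = Diaphorase-driven resazurin-to-resorufin fluorescence, excitation 544, emission 590 nm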
# PPARg SRC-3 ag = PPARgamma-driven SRC-3 recruitment agonism; P37231; biochemical PPARgamma/SRC-3 coactivator recruitment assay; activation, % at 8 µM; hit rate 0.26% among 200,000; AID 731; in the data active = activation above about 23%;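 note: 0% = DMSO and 100% = reference agonist; some compounds past the cut are filed as inactive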
# Diaphorase act = counter-screen for diaphorase-based assays: diaphorase activators and chemical reducers; activation factor at 20 µM; Diaphorase/resazurin coupled assay, resorufin fluorescence, 16 min; hits give high values; 1 = vehicle wells, 0 = NADH-free wells; hit rate 0.005% among 190,000; AID 1229;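 active = diaphorase activity raised at least twofold by the compound at 20 µM; inactive = activation factor below 2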
#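 Assay system: bacterial diaphorase enzyme (C. kluyveri) / Input: enzyme 0.07 U/mL final / Medium: 50 mM HEPES pH 7.4 with 4.542 mM MgCl2, 0.005% Tween 20 / Doses: single compound dose of 20 µM, 1% DMSO final / Incubation: 16 min enzyme reaction, ambient temperature / Signal: fluorescence, excitation 544 nm and emission 590 nm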
# PMI activator = phosphomannose isomerase (human) activation. P34949. purified human PMI, coupled resazurin fluorescence, 20 min; hits give high values; 1 = vehicle control, 0 substrate-free wells. activation factor at 20 µM. hit rate 0.005% among 190,000;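 active = activation factor of 2 or more at 20 µM, relative to plate controls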
# S1P3 antagonist = blocks the human S1P3 receptor; Q99500; CHO S1P3 NFAT-BLA reporter, FRET fluorescence, antagonist mode; inhibition, % at 4.98 µM; hit rate 0.27% among 170,000; AID 485;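 active = inhibition above the plate cutoff, the mean inhibition of test wells on that plate plus 3 SD, cut at about 28% in these data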;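 note: cells challenged with S1P at its EC80 of 0.8 µM; blue over green emission ratio from cleaved BLA substrate after 4 h stimulation; 0% = S1P-stimulated wells and 100% = unstimulated DMSO-only wells; some compounds past the cut are filed as inactive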
# PPARg SRC1 recr = promotes SRC-1 coactivator recruitment by human PPARgamma; activation, % at 8 µM; hit rate 0.41% among 200,000; PPARgamma-SRC-1 coactivator recruitment biochemical assay; in the data active = activation above about 19%;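 note: 0% = DMSO and 100% = reference agonist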
# Diaph inh CS = diaphorase inhibition or chemical oxidation counter-screen | inhibition, % at 20 µM | hit rate 0.69% among 190,000 | AID 1217 | diaphorase resazurin-to-resorufin fluorescence, NADH, 16 min; bacterial (C. kluyveri) enzyme, not human;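 active = primary screen inhibition at 20 µM above a set limit, cut at about 50% in these data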;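 note: plate controls were DMSO with full reaction for no effect and wells lacking NADH for full effect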
#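 material = Clostridium kluyveri diaphorase enzyme | amount = 0.14 U/mL diaphorase, enzyme working solution | schedule = incubation 16 min, room temperature | detection = fluorescence of resorufin formed from resazurin, Ex 544/Em 590 nm | benchmarks = positive control minus NADH, DMSO neutral control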
# ROMK primary = human ROMK K+ channel modulation, primary screen; P48048; Tet-inducible ROMK, thallium flux fluorescence; actives lie on both sides; B-score at 10 µM; hit rate 2% among 130,000;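 active = signal ratio slope over the read window, or its plate-corrected B-score, at least 3 SD from the plate mean, either direction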;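 note: B-score of the F/F0 ratio slope over 7 to 12 s after thallium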
# Target sequence (P48048 whole entry, looked up): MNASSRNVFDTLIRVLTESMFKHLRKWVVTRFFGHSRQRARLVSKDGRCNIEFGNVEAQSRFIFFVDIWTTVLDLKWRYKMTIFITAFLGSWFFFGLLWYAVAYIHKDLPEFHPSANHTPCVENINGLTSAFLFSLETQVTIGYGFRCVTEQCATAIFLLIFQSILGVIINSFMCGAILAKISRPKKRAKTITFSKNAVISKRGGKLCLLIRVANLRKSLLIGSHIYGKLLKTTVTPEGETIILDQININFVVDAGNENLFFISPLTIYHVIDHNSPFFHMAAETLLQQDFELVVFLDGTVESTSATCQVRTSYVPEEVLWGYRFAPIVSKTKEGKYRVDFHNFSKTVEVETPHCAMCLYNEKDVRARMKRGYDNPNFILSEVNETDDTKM
# The depositor's hits bear a star; x = not tested or not shown.
SMILES,PPARg SRC2 recr,SRC2 TRFRET art,G6PDH counter,PMI act satM6P,PPARg SRC-3 ag,Diaphorase act,PMI activator,S1P3 antagonist,PPARg SRC1 recr,Diaph inh CS,ROMK primary
Cc1nn(C)c(C)c1-c1c(C#N)c(N)nc2c1CCCCCC2,1,1513,7,1,11,1,1.1,x,4,4,0.91
COC(=O)c1scc(S(=O)(=O)c2ccccc2)c1N,6,1699,1,1,1,1,1.1,-8,-3,-5,-0.91
Cn1c(=NC(=O)CSCC(=O)N2CCCC2)sc2ccccc21,5,1499,3,0.9,4,0.9,0.9,x,-3,15,0.81
COc1cccc(C2N(c3ccccn3)C(=O)C3CCCN32)c1OC (stereo not given),6,1642,-5,1,-2,0.9,0.9,8,1,12,x
O=C(CSc1nnc(Cc2ccccc2)n1Cc1ccco1)NC1CCCC1,9,1711,4,1,12,1,0.9,2,8,3,x
CC(C)Sc1nc2c(c(=O)[nH]c(=O)n2C)n1CCc1ccccc1,4,1601,2,1,4,0.8,0.9,-26,2,18,-0.37
O=C(Nc1ccccc1)N(CCc1ccncc1)C1CCCCC1,-4,1394,x,x,0,x,x,-8,0,x,x
COc1cccc(NC(=O)c2ccccc2-c2nc(-c3cccc(C)c3)no2)c1,-11,1364,4,0.8,-5,0.6,0.9,24,-4,36,0.39
O=C(NNS(=O)(=O)c1ccc(F)cc1)C1CC(c2cccnc2)=NO1 (stereo not given),-1,1462,18,0.9,-4,1,0.9,-4,-1,-5,0.54
COc1ccc(CCN(C)CCC(=O)Nc2ccc(C)cc2)cc1OC,3,1481,8,1,9,0.9,0.9,-13,7,5,0.031
Cc1noc(/C=C/N(C)C)c1S(=O)(=O)N1CCCC(C(=O)NCc2ccc(F)cc2)C1 (stereo not given),0,1608,-2,0.9,7,0.9,0.9,21,-5,12,x
COCCCNC(=S)N1CCCN(c2nc3c(C)c(C)ccc3cc2C#N)CC1,6,1484,17,x,-1,x,x,1,-3,x,-0.71
Cc1cc(NC(=O)CN2CCCCC2C)nc2c1c(=O)oc1ccccc12 (stereo not given),-4,1405,2,1,0,0.7,1,-11,-1,28,x
O=c1cc(CSc2ccc([N+](=O)[O-])cc2)nc2sccn12,3,1685,6,1.5,2,1.1,1.2,17,4,-9,0.41
CN(CC1CCCO1)S(=O)(=O)c1ccc(C(=O)NCc2ccccc2)cc1 (stereo not given),1,1445,-3,1.1,-2,1,1.1,-14,-1,3,-0.052
Cc1ccc(NC(=O)C(C)N2CCOCC2)c(C(=O)c2ccccc2)c1 (stereo not given),-1,1636,5,0.9,4,0.8,0.9,-44,13,22,x
COc1cccc2cc(-c3nnc(SCC(=O)NCc4ccccc4)n3C)oc12,7,1607,2,0.9,4,0.9,0.9,-16,7,13,x
O=C1c2[nH]nc(-c3ccccc3O)c2C(c2cccc(O)c2)N1Cc1ccco1 (stereo not given),8,1588,6,0.8,11,0.7,0.8,x,5,29,x
COc1cc(C(=S)NC2CCCCC2)ccc1O,11,1552,12,1,1,0.9,1,5,-7,7,0.13
Cc1onc(-c2c(Cl)cccc2Cl)c1C(=O)NCCN1CCOCC1,1,1334,-2,1,-3,0.8,0.9,-18,-3,15,0.47
CC(=O)c1cc2c(cc1NC(=O)CCC1CCCC1)OCO2,6,1634,7,1,2,0.9,1,1,5,6,x
Cc1nc2sc(C)c(C)c2c(=O)o1,3,1578,4,1,-3,0.9,0.9,x,1,8,-0.044
CC1(C)Cc2c(C#N)c(N3CCOCC3)nc(Cc3ccccc3)c2CO1,-7,1782,1,1,1,0.9,1,x,1,10,-2.7
O=C(Cn1cnc2cc([N+](=O)[O-])ccc2c1=O)N(Cc1ccccc1)C1CCS(=O)(=O)C1 (stereo not given),1,1534,-3,0.8,3,0.8,1,-2,8,17,0.9
CCN(CC)S(=O)(=O)c1ccc2c(c1)N(CC(=O)Nc1cccnc1Cl)C(=O)CO2,-6,1511,16,0.8,5,0.9,0.9,-9,6,12,-0.34
# Next section
SMILES,PPARg SRC2 recr,SRC2 TRFRET art,G6PDH counter,PMI act satM6P,PPARg SRC-3 ag,Diaphorase act,PMI activator,S1P3 antagonist,PPARg SRC1 recr,Diaph inh CS,ROMK primary
Cc1cc(SC#N)cc(C)c1NC(=O)CCl,-8,1498,28,1,5,0.9,1.1,-11,-9,8,x
Clc1ccc(-n2ncc3c(NCC4CCCO4)ncnc32)cc1 (stereo not given),6,1562,-12,0.9,5,0.8,0.9,3,6,15,x
COc1ccc(Cc2noc(CN3CCCC(OCc4ccccn4)C3)n2)cc1OC (stereo not given),11,1647,6,1,-1,0.9,0.9,-5,1,8,2
CCOC(=O)c1cc2sc(C)cc2n1CC(=O)N(CC)CC,-1,1489,8,1.1,-13,1,1,x,-6,-5,x
Cc1ccc(CCNC(=O)CN(C)S(=O)(=O)c2cnc[nH]2)cc1,3,1612,0,0.9,-1,0.9,0.8,6,-3,9,x
Cn1c(=O)c2c(SCC(=O)Nc3ccc4c(c3)OCCO4)nc(CC(C)(C)C)nc2n(C)c1=O,5,1561,-20,0.8,0,0.7,0.8,x,4,26,x
Fc1cc(Br)ccc1NC(=S)Nc1cccnc1,4,1506,1,1,0,1,1,5,1,1,0.0039
Cc1cc(Br)ccc1NC(=O)CN1C(=O)CCC1=O,10,1460,0,1,-8,0.9,1,x,0,6,0.46
CC(=O)N/C(=C\c1ccccc1Cl)C(=O)O,8,1320,8,1.1,10,1,1.3,x,5,-3,1.2
Cc1cc2cc(CN(Cc3cccs3)C(=S)NCc3ccco3)c(=O)[nH]c2cc1C,5,1541,-22,0.8,8,0.7,0.7,-9,4,28,0.39
O=C(O)Cc1ccc2sc(-c3ccccc3)nc2c1,-1,1516,-2,0.9,0,0.8,1,4,3,23,0.19
Cc1cc(C(=O)Nc2nnc(C3CCCCC3)s2)cs1,4,1482,7,1.1,-1,1,1,19,1,-4,1.6
Cn1cc(-c2ccno2)c(C(=O)O)n1,2,1546,6,1.1,-1,1,1.1,-12,0,0,1.2
CCC(Sc1ccc2nnc(-c3ccc(F)cc3)n2n1)C(=O)OC (stereo not given),2,1604,-21,1,5,0.8,1,-49,2,25,-0.72
Cc1[nH]n(-c2ccccc2)c(=O)c1C(C[N+](=O)[O-])c1ccc(Br)cc1 (stereo not given),10,1513,5,0.7,1,0.6,0.7,x,8,40,x
C(=N\n1cnnc1)/c1cn(-c2cccs2)nc1-c1ccccc1,-4,1451,4,1,10,1,1,x,-7,1,-0.65
COc1ccc(Cl)cc1NC(=O)c1oc(C)nc1C,9,1626,6,1.2,7,0.9,1.1,9,6,13,-0.22
CN(CC(=O)N1CCCCC1)S(=O)(=O)c1ccc(Cl)cc1,1,1478,6,0.9,2,1,1,-8,12,-4,-1.2
CCOC(=O)C1CCCN(CC(O)COc2ccccc2C(C)=O)C1 (stereo not given),3,1521,1,1,-2,0.9,1,x,4,9,-0.79
Cn1cc(Cl)c(C(=O)NNC(=S)NCc2ccco2)n1,11,1762,-3,0.9,6,1,0.7,-21,6,3,1.1
Cc1sc2ncnc(SCc3ccc(C(=O)O)cc3)c2c1C,-3,1608,4,1,-1,0.8,1.1,7,-2,18,-0.091
Cc1ccc(C)c(NC(=S)Nc2cccc3cnccc23)c1,3,1489,40,0.6,0,0.4,0.5,-15,-4,55*,0.7
CCCCP(=O)(CCCC)Cc1ccccc1O,-2,1703,0,0.9,-2,0.9,0.9,0,3,11,x
CC1CN=C(N(C(=O)Nc2ccccc2)c2ccc(F)cc2)S1 (stereo not given),-4,1506,-4,0.9,-8,0.9,1,x,-1,7,x
OCCN(Cc1ccccc1)Cc1cccc(C(F)(F)F)c1,-2,1560,-10,0.9,-6,0.8,0.9,15,-8,24,x
COc1ccccc1N1CCN(C(=O)CSc2nc(C)c(C)c(=O)[nH]2)CC1,-4,1432,14,0.9,1,1,1,-12,-6,0,-0.77
Cc1ccc(C(=O)C2CCN(CC(=O)NC3CCCCC3)CC2)cc1,-5,1638,-1,1,-2,0.9,1,-13,3,6,x
Cc1ccc(NC(=O)c2cc([N+](=O)[O-])ccc2Cl)c(O)c1,5,1451,11,0.8,10,0.8,0.9,-27,3,16,-0.98
FC(F)(F)c1cccc(Cn2c3[n+](c4ccc(C(F)(F)F)cc42)CCCCC3)c1,5,1434,-3,1.1,3,1.1,1,-7,1,-10,-2
CCc1c(-c2ccccc2)nc2nc(C)c(C)nn12,-3,1406,-3,1.6,-4,0.9,1.4,-5,9,13,x

# Structures from the list above containing fluorine (seven):
SMILES,PPARg SRC2 recr,SRC2 TRFRET art,G6PDH counter,PMI act satM6P,PPARg SRC-3 ag,Diaphorase act,PMI activator,S1P3 antagonist,PPARg SRC1 recr,Diaph inh CS,ROMK primary
O=C(NNS(=O)(=O)c1ccc(F)cc1)C1CC(c2cccnc2)=NO1 (stereo not given),-1,1462,18,0.9,-4,1,0.9,-4,-1,-5,0.54
Cc1noc(/C=C/N(C)C)c1S(=O)(=O)N1CCCC(C(=O)NCc2ccc(F)cc2)C1 (stereo not given),0,1608,-2,0.9,7,0.9,0.9,21,-5,12,x
Fc1cc(Br)ccc1NC(=S)Nc1cccnc1,4,1506,1,1,0,1,1,5,1,1,0.0039
CCC(Sc1ccc2nnc(-c3ccc(F)cc3)n2n1)C(=O)OC (stereo not given),2,1604,-21,1,5,0.8,1,-49,2,25,-0.72
CC1CN=C(N(C(=O)Nc2ccccc2)c2ccc(F)cc2)S1 (stereo not given),-4,1506,-4,0.9,-8,0.9,1,x,-1,7,x
OCCN(Cc1ccccc1)Cc1cccc(C(F)(F)F)c1,-2,1560,-10,0.9,-6,0.8,0.9,15,-8,24,x
FC(F)(F)c1cccc(Cn2c3[n+](c4ccc(C(F)(F)F)cc42)CCCCC3)c1,5,1434,-3,1.1,3,1.1,1,-7,1,-10,-2
